TDP1 block: qHTS Assay for Inhibitors of Tyrosyl-DNA Phosphodiesterase (TDP1). Tyrosyl-DNA phosphodiesterase 1 (Homo sapiens), Q9NUW8. recombinant TDP1, AlphaScreen DNA substrate cleavage. Potency, µM (series often up to 130 µM), inactives show top-dose activity change, negative = inhibition, most hits filed as inhibitors. hit rate 0.28% among 350,000; also: nearly all actives have a fitted effect of over 40% in size
Target sequence (Q9NUW8 whole entry, looked up): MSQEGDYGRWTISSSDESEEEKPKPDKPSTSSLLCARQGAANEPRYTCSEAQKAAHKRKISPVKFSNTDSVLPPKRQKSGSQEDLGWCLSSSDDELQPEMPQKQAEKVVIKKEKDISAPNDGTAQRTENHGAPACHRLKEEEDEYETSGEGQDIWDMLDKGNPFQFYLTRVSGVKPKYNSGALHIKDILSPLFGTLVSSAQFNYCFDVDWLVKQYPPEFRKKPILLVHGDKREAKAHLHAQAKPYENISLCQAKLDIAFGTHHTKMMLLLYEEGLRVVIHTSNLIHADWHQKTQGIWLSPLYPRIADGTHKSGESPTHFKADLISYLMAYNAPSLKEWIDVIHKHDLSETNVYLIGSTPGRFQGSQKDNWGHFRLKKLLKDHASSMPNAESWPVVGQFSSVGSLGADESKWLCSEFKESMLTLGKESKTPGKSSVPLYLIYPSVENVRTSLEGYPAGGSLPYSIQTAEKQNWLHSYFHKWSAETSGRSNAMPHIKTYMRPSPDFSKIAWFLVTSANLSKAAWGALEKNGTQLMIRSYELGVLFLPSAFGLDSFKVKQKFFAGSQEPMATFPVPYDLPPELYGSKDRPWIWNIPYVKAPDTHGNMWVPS
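Compounds were preincubated with Tdp1 (1 nM final) for 15 min at room temperature before substrate (15 nM final) started a 5 min reaction; beads (10 ug/ml final) were then added for 10 min before AlphaScreen detection.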
N370S GC: qHTS Assay for Inhibitors and Activators of N370S glucocerebrosidase as a Potential Chaperone Treatment of Gaucher Disease; AID 2101, 2009; N370S GC spleen homogenate, 4MU-glucoside fluorescence; hit rate 0.092% among 330,000; Potency, µM (doses to about 59.4 µM), for inactives: at the highest dose activity change, negative = inhibition, most hits filed as inhibitors; Lysosomal acid glucosylceramidase (Homo sapiens), P04062;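 also: 0% = full enzyme activity and -100% = no enzyme basal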
FEN1 inhibitor: qHTS Assay for the Inhibitors of Human Flap endonuclease 1 (FEN1) | Potency, µM (doses to about 114 µM), for the others: at the highest dose activity change, negative = inhibition, usual class: inhibitors | AID 588795, 2011 | Recombinant FEN1 flap cleavage, fluorescence, 15 min | hit rate 0.35% among 390,000; also: nearly all actives have a fitted effect of over 65% in size
Target sequence (P39748 whole entry, looked up): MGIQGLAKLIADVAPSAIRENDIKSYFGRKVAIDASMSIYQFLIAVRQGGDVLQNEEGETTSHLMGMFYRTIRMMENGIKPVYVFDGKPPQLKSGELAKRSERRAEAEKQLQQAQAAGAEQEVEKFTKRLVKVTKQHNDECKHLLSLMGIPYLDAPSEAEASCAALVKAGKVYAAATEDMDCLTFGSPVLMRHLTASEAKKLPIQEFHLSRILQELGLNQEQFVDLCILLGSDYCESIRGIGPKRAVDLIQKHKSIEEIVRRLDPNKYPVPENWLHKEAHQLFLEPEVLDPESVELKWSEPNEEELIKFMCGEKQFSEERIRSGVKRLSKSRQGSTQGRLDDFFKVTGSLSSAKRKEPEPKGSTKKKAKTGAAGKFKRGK
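In this screen, 50 nM flap DNA substrate was added to 10 nM FEN1 pretreated with compound for 15 min at room temperature; cleavage was followed with reads at 0 and 15 min, and Hill fitting gave concentration–response parameters.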
Starred values were filed as active, the others as inactive; ? = inconclusive; · = no result given; & = joins results of further samples; [ ] = remark or other dose. Calls follow the shape of the dose curve; as a rule, active = well fitted curve in the direction sought with a large enough effect; inconclusive = small, poorly fitted or top-dose-only effect, or another doubt; inactive = no such curve, though single readings can be large; an effect the other way counts as inactive or inconclusive. Unless noted, % is scaled to controls: 0 for no effect and ±100 for the full control effect; potency is read from the fitted curve at half-maximal effect. Random draw from the library; about 0.57% have a hit in one of these screens.

SMILES	TDP1 block	N370S GC	FEN1 inhibitor
CNC(CC(=O)O)C(=O)O (stereo not given)	19%[56.1 µM]	0%	·
CCOC(=O)C1=C(N)OC2=C(C(=O)CC(C)(C)C2)C1c1ccco1 (stereo not given)	-3%	-4%	-3%
COC(=O)C(O)(CC(=O)Nc1ccc(Cl)cc1Cl)C(F)(F)F (stereo not given)	4%	10%	-5%
CCCOC(=O)c1c(NC(=O)CCCn2nc([N+](=O)[O-])cc2C)sc(C(=O)OC)c1C	3%	18%	-7%
CCOC(=O)N1CCC(Nc2cccc(SC)c2)CC1	5%	-12%	8%
COc1ccc(OC)c(CN2C(=O)c3ccccc3C2C(=O)NCc2cccnc2)c1 (stereo not given)	3%	1%	-4%
CC(=O)CCC(=O)N1CCC(n2nccc2NC(=O)c2ccccc2C)CC1	-1%	-3%	0%
O=C(O)c1cccc(NC(=O)c2ccc(S(=O)(=O)c3ccccc3)cc2)c1	3%	14%	0%
Cc1ccc(CSc2sc(C(=O)c3ccccc3)c(N)c2C#N)cc1	2%	28%	1%
O=C(NCc1ccncc1)c1cc(F)c(F)cc1Cl	4%	-3%	-14%
COc1cc(OC)cc(C(=O)N2CCN=C2SCc2cccnc2)c1	5%	1%	-1%
CC(C)Cn1c(SCC(=O)Nc2cccnc2Cl)nnc1-c1ccco1	0%	·	1%
CCOC(=O)N1CCc2c(sc3c2c(=O)n(CCc2ccccc2)c(=O)n3CC(=O)Nc2ccccc2C)C1	6%	·	6%
CCOC(=O)c1c(NC(=S)Nc2ccccc2)sc2c1CCCCC2	0%	4%	-4%
Cc1ccc(Cl)cc1NC(=O)Nc1cccs1	-3%	0%	-6%
Brc1ccc2c(c1)OCCOCCOCCOCCOCCO2	3%	-6%	7%
COc1ccc(S(=O)(=O)N2CCCCC2)cc1NC(=O)Cc1c[nH]c2ccccc12	3%	17%	-8%
CN(CC(=O)Nc1c(Cl)cccc1Cl)C(=O)c1ccccc1-c1nc2ccccc2s1	6%	-1%	2%
CCOC(=O)CN1C(=O)C(Sc2n[nH]c(-c3cccc(C)c3)n2)CCc2ccccc21 (stereo not given)	11%	-6%	-2%
NC(=O)Nc1n[nH]c(-c2ccccc2)n1	5%	11%	-7%
O=C(Cn1nnc(-c2ccccc2)n1)N/N=C/c1cc([N+](=O)[O-])c(Cl)cc1Cl	3%	4%	-3%
Cc1onc(-c2c(F)cccc2Cl)c1C(=O)NCCN1CCNC1=O	0%	-13%	3%
CCCn1nnnc1NCc1ccccc1C	2%	-18%	2%
COCCn1ccc2c(OCC(=O)Nc3cccc(C(F)(F)F)c3)cccc2c1=O	-8%	·	18%
CCOC(=O)N1CCC(NC(=O)c2cnn(-c3ccc(C)cc3)c2-n2cccc2)CC1	3%	·	7%

Remaining list, next part:
SMILES	TDP1 block	N370S GC	FEN1 inhibitor
CCc1cc(=O)oc2cc(OCC(=O)N3CCC(C(N)=O)CC3)ccc12	·	1%	2%
Cc1ccc(NC(=O)Cn2c(=O)n(CCC(=O)NCc3ccccc3Cl)c(=O)c3ccccc32)cc1	-1%	·	-6%
O=C(CC1CC2CCC1C2)N1CCN(S(=O)(=O)c2ccccc2C(F)(F)F)CC1 (stereo not given)	-1%	·	-18%
COc1cccc(NC(=O)C2CCCN(S(=O)(=O)c3cccc4nonc34)C2)c1 (stereo not given)	2%&-2%	-11%	12%&1%
C=CCOC(=O)C1=C(C)NC(=O)NC1/C=C/c1ccccc1 (stereo not given)	4%	2%	6%
CCOC(=O)c1oc2cccc(OCC(O)CNC(C)C)c2c1C (stereo not given)	-2%	-14%	-22%
S=C(Nc1ccccc1)Nn1cnnc1	-1%	-5%	1%
Cc1ccc(S(=O)(=O)NN/C(=N/S(=O)(=O)c2ccccc2)c2ccccc2)cc1	3%	-3%	1%
Cc1ccc(-n2nc(C(=O)N/N=C/c3cccc(C(F)(F)F)c3)c3ccccc3c2=O)cc1C	6%	4%	-2%
CC(C)(C)c1cc(C(=O)NC2CC2)n(Cc2ccc(F)cc2)n1	8%	-9%	3%
N#C/C(=C\Nc1ccc2cn[nH]c2c1)c1nc(-c2ccc(Cl)cc2)cs1	4%	4%	-1%
Cc1ccc(NC(=O)CSc2nnc(NC(=O)C(C)C)s2)c(C)c1	1%	-7%	-2%
Cc1ccc(-n2c3nc(=O)n(C)c(=O)c-3cc3ccccc32)cc1	·	-6%	5%
CCc1nnc(NC(=O)c2cc(-c3ccccc3)nn2-c2ccccc2)s1	5%	21%	-13%
CCCSc1nnc(NC(=O)c2nc(SC)ncc2Cl)s1	7%	5%	16%
CCn1c(CNC(=O)c2ccco2)nnc1SCC(=O)Nc1ccccc1Cl	2%[0.0935 µM]	3%	-12%
CSc1ccccc1C(=O)N1CCN(S(=O)(=O)c2sc(C(=O)O)c(C)c2C(=O)O)CC1	-4%[56.1 µM]	·	-6%
CCCc1[nH]nc2c1C(Cc1ccccc1)C(C#N)=C(N)O2 (stereo not given)	0%	1%	-7%
COc1ccc(S(=O)(=O)Cc2ccc(C(=O)NCCc3ccc(S(N)(=O)=O)cc3)o2)cc1	4%	11%	1%
CCc1cc2c(=O)c(-c3nc4ccccc4n3C)c(C)oc2c(CN2CCCCC2)c1O	2%	-20%	-3%
CCC1CCCCN1C(=O)c1nn(-c2ccc(C)cc2)c(=O)c2c1c1ccccc1n2C (stereo not given)	9%	·	10%
Cc1oc2c(CN3CCCCC3C)c(O)ccc2c(=O)c1-c1ccc(Br)cc1 (stereo not given)	·	3%	-8%
O=C(COC(=O)COc1cccc(C(F)(F)F)c1)NC(=O)NC1CCCCC1	·	-4%	-1%
COc1cc(C(=O)Nc2ccccc2SCc2cc(=O)n3nc(C)sc3n2)cc(OC)c1OC	5%	1%	0%
COc1ccc(-c2nnc(SCC(=O)NNC(=O)c3ccc(C)cc3)o2)cc1	3%	-2%	-1%

Entries of single compounds, looked up by structure.
CCCc1[nH]nc2c1C(Cc1ccccc1)C(C#N)=C(N)O2 (stereo not given) is listed as TDP1 block = 0%; N370S GC = 1%; FEN1 inhibitor = -7%
N#C/C(=C\Nc1ccc2cn[nH]c2c1)c1nc(-c2ccc(Cl)cc2)cs1 is listed as TDP1 block = 4%; N370S GC = 4%; FEN1 inhibitor = -1%

(more compounds)
SMILES	TDP1 block	N370S GC	FEN1 inhibitor
Cc1cc(NC(=O)c2ccc(Br)o2)cc(-c2nc3ccccc3o2)c1O	7%	·	-4%
COc1ccc(S(=O)(=O)c2cc(NS(=O)(=O)c3ccc(Cl)cc3)c(C)c(C)c2O)cc1	1%	·	-5%
N#Cc1c(-c2ccco2)cc(-c2ccccc2)[nH]c1=O	·	?	-31%
COc1ccc(OC)c(C(=O)CSc2nccc(-c3ccc(Br)cc3)n2)c1	3%	22%	-19%
Brc1ccc2c(c1)[C@H]1OCC[C@H]1[C@@H](c1cccs1)N2	·	-2%	-15%
Cc1ccc(Oc2nc3ccccn3c(=O)c2/C=C(\C#N)C(=O)NC2CCS(=O)(=O)C2)c(C)c1 (stereo not given)	3%	30%	6%
CC(=O)N1CCC2(CC1)C(C#N)=C(N)OC1=C2C(=O)CC(C)(C)C1	2%	1%	5%
Cc1ccc(NC(=O)c2cc(S(=O)(=O)N3CCCC(C)C3)cn2C)c(Br)c1 (stereo not given)	2%	·	18%
O=C(Nc1ccccc1)c1csc(-c2ccccc2)n1	·	?	-22%
Cc1ccc(C(=O)NCC(c2ccco2)N2CCOCC2)cc1 (stereo not given)	·	-15%	5%
Cc1ccc(/C=C/C(=O)Nc2ccc3nc(N4CCC(C)CC4)cc(C)c3c2)cc1	0%	·	13%
O=C(Nc1cccc(Cl)c1)c1ccc(F)c(S(=O)(=O)N2CCN(c3ccccn3)CC2)c1	3%	2%	13%
CCOC(=O)c1ccc(S(=O)(=O)NNC(=O)Cc2csc(C)n2)cc1	-13%	·	-5%
CC1CCC2(CC1)NC(=O)N(CC(=O)NCCc1ccccc1)C2=O (stereo not given)	0%	·	11%
COc1ccc(-n2c(=S)[nH]c3cc(C(=O)NCc4cccnc4)ccc3c2=O)c(OC)c1	9%	2%	-5%
CC(C)(C)NC(=O)C(c1cccs1)N(Cc1cccs1)C(=O)c1csnn1 (stereo not given)	-10%	-2%	16%
COc1ccc(C(=O)N(C)Cc2ccccc2F)cc1S(=O)(=O)N1CCCC1	1%	·	9%
Fc1ccc(Nc2ccnc(C(F)(F)F)c2)cc1	·	-8%	-12%
Cc1cc([N+](=O)[O-])nn1CCCC(=O)Nc1ccc2c(c1)OCO2	4%	-7%	0%
COc1cc(C(=O)NCC(=O)N/N=C/c2ccc(OC(=O)c3ccco3)cc2)cc(OC)c1OC	1%	-8%	12%
O=C(Cc1ccc(Br)cc1)N1CCOCC1	·	-16%	-3%
O=C(Cn1nc(C(F)(F)F)c2c1CCC2)NCc1ccc(F)cc1	-8%	9%	4%
O=C(CCC(=O)N(CC(=O)NC1CCCCC1)c1ccccc1F)Nc1nccs1	8%[0.0935 µM]	-16%	4%
CN(C(=O)Nc1ccc(Cl)cc1)c1c2c(nn1C)CCCC2	1%	9%	3%
COc1ccc(C2SCC(C(=O)O)N2C(C)=O)cc1 (stereo not given)	3%	10%	9%

More compounds.
SMILES	TDP1 block	N370S GC	FEN1 inhibitor
CC(C)(C)NC(=O)CSc1nc2scc(-c3ccccc3)c2c(=O)[nH]1	5%	-1%	-1%
NC(=O)c1ccsc1NC(=O)COC(=O)CSc1ccc(Cl)cc1	-8%	9%	-10%
C=CCNc1nc(C(=O)OCC(=O)c2cccc(Br)c2)cs1	?	·	0%
Cc1nn(-c2ccccc2)c(C)c1/C=C/C(=O)OCC(=O)Nc1ncc(Cl)cc1Cl	5%	6%	-13%
CN(C(=O)COC(=O)c1ccc2c(c1)OCO2)C1CCCCC1	-2%	·	38%[activator]
CCn1c(=O)c2ccccc2n2c(SCC(=O)N3CCc4ccccc4C3)nnc12	6%	-17%	-6%
Cc1cc(C)n(CCOC(=O)c2sc3ccccc3c2Cl)n1	-1%	23%	-3%
Cn1nnc2cc(C(=O)NC3CC3)ccc21	6%	-26%	-13%
O=C(c1cccnc1Cl)N1CCOCC1	-3%	-12%	11%
Cn1c(C(=O)NCCCN2CCCCCC2)cc2c(=O)n(C)c3ccccc3c21	7%	-2%	?
O=C(NCc1ccncc1)Nc1cc(Cl)ccc1Cl	-10%	-1%	1%
Cc1ccc(NC(=O)N(Cc2cc3cc(C)cc(C)c3[nH]c2=O)CC2COCCO2)cc1 (stereo not given)	2%	2%	-17%
Clc1ncc(CN2CCN(c3ccccc3)CC2)s1	0%	-12%	6%
Cc1onc(-c2ccccc2Cl)c1C(=O)N(Cc1ccccc1)C(C)C	·	-13%	12%
O=C(O)CCNS(=O)(=O)c1ccc(Oc2ccccc2)cc1	3%	0%	9%
CCOC(=O)C1=NN(C(=O)c2ccccc2)C(O)(c2ccc(C)cc2)C1 (stereo not given)	8%	9%	3%
O=C1N2CCSC2=NC1(NS(=O)(=O)c1ccccc1)C(F)(F)F (stereo not given)	2%	-1%	-1%
O=C(NCC1CCCO1)C(c1ccncc1)N(Cc1cccs1)C(=O)CN1C(=O)c2ccccc2S1(=O)=O (stereo not given)	0%	6%	1%
CC1CCCN(S(=O)(=O)c2cccc3nonc23)C1 (stereo not given)	4%	-4%	-3%
Cc1[nH]n(-c2ccc(Cl)c(Cl)c2)c(=O)c1CCO	5%	-4%	1%
O=C1CC(c2ccccc2)N1c1ccccc1 (stereo not given)	6%	-12%	-4%
O=C(COC(=O)c1cccc(S(=O)(=O)N2CCc3ccccc32)c1)NCc1ccco1	1%	1%	-2%
O=C1CCSC2(C(=O)N(Cc3ccc(F)cc3)c3ccccc32)N1c1ccc(F)c(F)c1 (stereo not given)	5%	·	-18%

Sorted by length of the SMILES (smallest number first): four of the compounds above.
SMILES	TDP1 block	N370S GC	FEN1 inhibitor
CC1CCCN(S(=O)(=O)c2cccc3nonc23)C1 (stereo not given)	4%	-4%	-3%
Cc1cc(C)n(CCOC(=O)c2sc3ccccc3c2Cl)n1	-1%	23%	-3%
O=C(O)CCNS(=O)(=O)c1ccc(Oc2ccccc2)cc1	3%	0%	9%
Cn1c(C(=O)NCCCN2CCCCCC2)cc2c(=O)n(C)c3ccccc3c21	7%	-2%	?

Laid out differently: results already given.
| SMILES | TDP1 block | N370S GC | FEN1 inhibitor |
| --- | --- | --- | --- |
| Clc1ncc(CN2CCN(c3ccccc3)CC2)s1 | 0% | -12% | 6% |
| Cc1onc(-c2ccccc2Cl)c1C(=O)N(Cc1ccccc1)C(C)C | · | -13% | 12% |
| O=C(O)CCNS(=O)(=O)c1ccc(Oc2ccccc2)cc1 | 3% | 0% | 9% |
| CCOC(=O)C1=NN(C(=O)c2ccccc2)C(O)(c2ccc(C)cc2)C1 (stereo not given) | 8% | 9% | 3% |
| O=C1N2CCSC2=NC1(NS(=O)(=O)c1ccccc1)C(F)(F)F (stereo not given) | 2% | -1% | -1% |
| O=C(NCC1CCCO1)C(c1ccncc1)N(Cc1cccs1)C(=O)CN1C(=O)c2ccccc2S1(=O)=O (stereo not given) | 0% | 6% | 1% |
